aSyn tox rescue – rescues yeast growth from alpha-synuclein toxicity | S. cerevisiae alpha-synuclein toxicity rescue, BacTiter-Glo growth, 24 h | Potency, µM (titrated, usually from 46.1 µM), for the others: at the top dose growth rescue (activation), actives largely listed as activators | 94,000 compounds, 0.02% hits | AID 1347070; active = well fitted activation curve with a large enough effect; inconclusive = small, poorly fitted or top-dose-only effect; note: 0% is about no effect
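Growth restoration measured by BacTiter-Glo luminescence after 24 hr at 30 deg C; alpha-synuclein yeast, raffinose-pregrown to mid-log, were added at OD600=0.02 in galactose medium onto pinned compounds.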
Numbers without * were called inactive; ? = inconclusive; [ ] = dose if it differs, or a comment. Potency is the fitted concentration of half-maximal effect.

SMILES	aSyn tox rescue
Cc1ccc(C)c(NC(=O)C2CCCN(S(=O)(=O)c3cccc4nsnc34)C2)c1 (stereo not given)	-2%
COc1ccc(C(=O)NC(=S)NNC(=O)c2ccc(O)cc2)cc1[N+](=O)[O-]	-11%
Cc1ccc(C(=O)c2oc3ccccc3c2NC(=O)COc2ccc(C(C)(C)C)cc2)cc1	1%
Cc1[nH]n(C(N)=S)c(=O)c1N=Nc1cc(-c2ccc(Br)cc2)[nH]n1	-6%
O=C1c2ccccc2C(Nc2ccccc2)N1c1cccnc1 (stereo not given)	-2%
O=C(NC12CC3CC(CC(C3)C1)C2)c1cncc(Br)c1	-5%
COc1ccc(F)c(-c2nc(CN3CCC(c4ccccc4)CC3)c(C)o2)c1	5%
O=C1OCC2=C1C(c1ccccc1)CC(=O)N2c1cccc(F)c1 (stereo not given)	5%
O=C(C1CCC(Cn2c(=O)c3sccc3n(Cc3ccccc3)c2=O)CC1)N1CCOCC1 (stereo not given)	1%
COc1ccc(NS(=O)(=O)c2cc(NC(=O)c3ccc(C)s3)ccc2N2CCOCC2)cc1	1%
CCN(CC)C(=O)CSc1nc2cc3c(cc2c(=O)n1CCCC(=O)NCc1ccc2c(c1)OCO2)OCO3	0%
Cc1cccc(OC(=O)c2snnc2C)c1C	-8%
Cn1c(=O)n(C)c2cc(N3CCOCC3)c(NS(=O)(=O)c3cccc(C#N)c3)cc21	-21%
COc1ccc(S(=O)(=O)c2cn(C)c3cc(N4CCOCC4)c(F)cc3c2=O)cc1	-1%
CCS(=O)(=O)Nc1cc(OC)c(OC)cc1Cc1nccc2cc(OC)c(OC)cc12	-10%
COC(=O)C1SCC2C(=O)N(Cc3ccc(Cl)cc3)CC(=O)N21 (stereo not given)	-3%
CCOC(=O)c1c(NC(=O)/C=C\C(=O)O)sc(C)c1-c1ccccc1	-67%[inhibitor]
Cc1cc(S(=O)(=O)Nc2c(C)nc3nc[nH]n3c2=O)ccc1F	2%
Cc1cccc(CCNC(=O)c2c[nH]c3ccc(S(=O)(=O)Nc4ccccc4F)cc3c2=O)c1	22%
Clc1cccc(-c2nnc(CN3CCN(c4ccccn4)CC3)o2)c1	-5%
Cc1cccc(NC(=O)CC2C(=O)OCCN2Cc2ccccc2)c1 (stereo not given)	-9%
O=C(CCSc1ccc(Br)cc1)c1ccc(O)cc1	-37%[inhibitor]
COc1ccccc1CN(C)C(=O)c1cc(C)nc2ccccc12	3%
O=S(=O)(Nc1ccc(-c2nc3cccnc3s2)cc1)c1cccs1	-1%
COc1ccc(C2=NS(=O)(=O)N(C)C(C(=O)Nc3ccc(F)cc3F)=C2)cc1	8%
CN(c1ccccc1)S(=O)(=O)c1cccc(C(=O)Nc2nn[nH]n2)c1	0%
CCCCOc1ccc(C(=O)Nc2ccc(-c3nc4ccccc4s3)cc2C)cc1	-3%
Cc1ccc(NC(=O)C2CCN(S(=O)(=O)c3ccc4[nH]c(=O)ccc4c3)CC2)cc1C	3%
CCOC(=O)c1c(C)[nH]c(C)c1S(=O)(=O)NCC(=O)NCc1cccc(C)c1	-6%
CC(=O)c1c(C)nc2ccccn12	2%
CCOc1ccc(-c2cc(NC(=O)Nc3ccccc3Cl)c(C(=O)OC)s2)cc1	0%
Cc1csc(NC(=O)c2cc(-c3ccncc3)nc3ccccc23)n1	0%
Cc1c(C(=O)N(C)c2ccccc2)sc2nc(-c3ccc(F)cc3)cn12	-5%
COC(=O)c1ccc(COc2ccc(C(C)(C)C)cc2)o1	-3%
CC(Sc1nc(=O)cc(N)n1CCc1ccccc1)C(=O)Nc1ccccc1C#N (stereo not given)	-2%
O=C(NCCc1cccs1)c1ccc(CS(=O)Cc2cccc(Cl)c2)o1 (stereo not given)	4%
O=C(CSc1nnc(-c2cccc(F)c2)o1)N1CCCC1	-4%
O=C(Nc1ccc(-n2nncc2-c2ccccc2)cc1)c1cccc(F)c1	-6%
Cc1cc(S(=O)(=O)N2CCOCC2)ccc1OCC(=O)Nc1ccccc1F	3%
O=c1[nH]cc(N2CCCCCC2)c(=O)[nH]1	-8%
COc1ccc(-n2c(=O)c3c(c4cc(OC)ccc4n3C)n(Cc3c(F)cccc3Cl)c2=O)cc1	-11%
c1ccc(SSc2ccccn2)nc1	-74%[inhibitor]
O=C(CN(C(=O)c1csnn1)c1ccccc1F)NCc1ccccc1	4%
CCCC(=O)Nc1ccc2nc(SCCOc3ccccc3)sc2c1	-9%
CCOC(=O)c1c(C)[nH]c(C)c1C(=O)COC(=O)c1ccc(OC)cc1	1%
COc1ccc(CCNc2ncnc3c2nnn3C)cc1	2%
CC(=O)OC1C2CCC1C([N+]1(C)CCCCC1)CC2 (stereo not given)	-8%
COc1ccc(S(=O)(=O)Cc2ccc(C(=O)NC3CCCCC3)o2)cc1	-10%
CCOc1ccccc1OCCCCn1c(-c2ccc(Cl)cc2)nc2ccccc2c1=O	-6%
O=C(O)c1ccc(N2C(=O)/C(=C\c3ccccc3)N=C2c2ccccc2)cc1	5%
COC(=O)c1ccc(Cn2c(SCC(=O)NCc3ccccc3)nc3ccccc32)cc1	7%
CCc1cccc(C)c1Nc1c(-c2cccc(O)c2)nc2nc(C)cc(C)n12	-3%
CCOc1ccc(CC(=O)Nc2c(C(=O)c3ccc(F)cc3)oc3ccccc23)cc1OCC	3%
COc1ccc(C2N3CC4(C)CN2CC(C)(C3)C4O)cc1 (stereo not given)	5%
CCc1ccc(Nc2nn(-c3ccc(OC(F)(F)F)cc3)nc2C(C)=O)cc1	2%
C[C@@H]1CN([C@H](C)CO)C(=O)CCCn2cc(nn2)CO[C@H]1CN(C)S(C)(=O)=O	5%
CC(C)(C)c1ccc(Cn2c(=N)n(CC(O)c3ccco3)c3ccccc32)cc1 (stereo not given)	2%
O=C1CCSC2(C(=O)N(Cc3ccc(F)cc3)c3ccccc32)N1c1cccc(F)c1 (stereo not given)	5%
CC(=O)Nc1ccc(NC(=O)Cn2nc([N+](=O)[O-])c(Br)c2C)cc1	-2%
COc1ccccc1C(=O)Nc1nnc(S(=O)(=O)N(C)c2ccc(Cl)cc2)s1	0%

Two entries drawn at random from the list so far:
SMILES	aSyn tox rescue
CCc1ccc(Nc2nn(-c3ccc(OC(F)(F)F)cc3)nc2C(C)=O)cc1	2%
c1ccc(SSc2ccccn2)nc1	-74%[inhibitor]

For reference, 15 of the compounds above:
SMILES	aSyn tox rescue
COc1ccc(CCNc2ncnc3c2nnn3C)cc1	2%
CC(=O)OC1C2CCC1C([N+]1(C)CCCCC1)CC2 (stereo not given)	-8%
COc1ccc(S(=O)(=O)Cc2ccc(C(=O)NC3CCCCC3)o2)cc1	-10%
CCOc1ccccc1OCCCCn1c(-c2ccc(Cl)cc2)nc2ccccc2c1=O	-6%
O=C(O)c1ccc(N2C(=O)/C(=C\c3ccccc3)N=C2c2ccccc2)cc1	5%
COC(=O)c1ccc(Cn2c(SCC(=O)NCc3ccccc3)nc3ccccc32)cc1	7%
CCc1cccc(C)c1Nc1c(-c2cccc(O)c2)nc2nc(C)cc(C)n12	-3%
CCOc1ccc(CC(=O)Nc2c(C(=O)c3ccc(F)cc3)oc3ccccc23)cc1OCC	3%
COc1ccc(C2N3CC4(C)CN2CC(C)(C3)C4O)cc1 (stereo not given)	5%
CCc1ccc(Nc2nn(-c3ccc(OC(F)(F)F)cc3)nc2C(C)=O)cc1	2%
C[C@@H]1CN([C@H](C)CO)C(=O)CCCn2cc(nn2)CO[C@H]1CN(C)S(C)(=O)=O	5%
CC(C)(C)c1ccc(Cn2c(=N)n(CC(O)c3ccco3)c3ccccc32)cc1 (stereo not given)	2%
O=C1CCSC2(C(=O)N(Cc3ccc(F)cc3)c3ccccc32)N1c1cccc(F)c1 (stereo not given)	5%
CC(=O)Nc1ccc(NC(=O)Cn2nc([N+](=O)[O-])c(Br)c2C)cc1	-2%
COc1ccccc1C(=O)Nc1nnc(S(=O)(=O)N(C)c2ccc(Cl)cc2)s1	0%

(listing goes on)
SMILES	aSyn tox rescue
CCN1C(=O)[C@H]2[C@@H](c3ccc(C)cc3)N[C@]3(CCCN(Cc4cccn4C)C3=O)[C@H]2C1=O	5%
Cc1ccc(Cl)cc1NC(=O)COCc1cc(-c2ccco2)on1	0%
Cc1cc(NC(=O)CSc2ncc(C(=O)Nc3ccc(C)c(C)c3)c(=O)n2C)no1	1%
CCN(CC(=O)Nc1c(F)cccc1F)C(=O)c1ccc(N2CCCC2)c([N+](=O)[O-])c1	-13%
CC(=O)Nc1ccc(NC(=O)c2cc(CN3CCCC3)on2)cc1	-4%
CC1=C(c2ccc(C)c(C)c2)S(=O)(=O)N=C1N1CCC(C(=O)Nc2ccc(Cl)cc2)CC1	-6%
CC(C)Cn1cnc2c(c1=N)C(c1ccccc1)C1=C(CC(C)(C)CC1=O)O2 (stereo not given)	0%
O=C(O)c1cccc(S(=O)(=O)NCCc2ccccc2)c1	5%
CS(=O)(=O)Cc1ccc(C(=O)N2CCCC2c2cccs2)cc1 (stereo not given)	3%
COc1ccc(CCNC(=O)c2ccc3c(=O)n4c(nc3c2)CCC4)cc1OC	4%
COc1ccc(CC(=O)N(Cc2nc(-c3ccc(C)cc3)no2)C(C)C)cc1	3%
O=C(CCCn1cc([N+](=O)[O-])cn1)NC1CCCCCC1	3%
Cc1onc(-c2ccccc2)c1-c1nnc(COC(=O)c2ccc(O)cc2)o1	8%
C[C@H](CO)N1C[C@H](C)[C@@H](CN(C)C(=O)NC2CCCC2)Oc2cc(Br)ccc2S1(=O)=O	-10%
CCC(/C=N/Nc1ccc(S(=O)(=O)N2CCCC2)cc1[N+](=O)[O-])CC	-6%
Cc1[nH]c(=S)c(C#N)c(C)c1CCC#N	-15%
Cc1ccc(CCNC(=O)NCc2noc3ccc(C)cc23)cc1	5%
CCOc1ccc(CCNC(=O)Cn2c(=O)c3cccn3c3ccc(F)cc32)cc1OCC	-5%
COc1ccccc1CNS(=O)(=O)c1ccc(-c2cc(C(F)(F)F)on2)s1	1%
COC(=O)c1c(NC(=O)c2ccc(N(C)S(=O)(=O)c3ccc(C)cc3)cc2)sc2c1CCCC2	5%
O=S(=O)(NCc1ccncc1)c1ccc(F)c(F)c1	-1%
Cc1cc(C)c2c(=O)[nH]c(SCc3ccccc3)nc2n1	-4%
CCC(C(=O)NCCc1ccc(SC)cc1)n1nc(C)c2c(C)n(-c3ccc(C)cc3)nc2c1=O (stereo not given)	2%
CCN(c1ccccc1)S(=O)(=O)c1nnc(NC(=O)COc2ccccc2F)s1	0%
COc1ccc(NC(=O)Cn2nc(-c3ccncc3)ccc2=O)cc1Cl	-3%
Cc1cc(-c2ccccc2)nc(N/N=C/c2ccccc2)n1	-13%
O=C1NC(=O)C(=CC=Cc2ccccc2)S1	-8%
Cc1ccc(C)c(NC(=O)Cn2c(=O)n(Cc3nc(C)no3)c(=O)c3cc4c(cc32)OCO4)c1	-3%
COc1ccc2c(c1)CC/C(=C/c1cc(OC)c(OC)c(OC)c1)C2=O	-14%
Cc1nn2c(=O)cc(COC(=O)c3ccc(NC(=O)c4ccc(C(C)(C)C)cc4)cc3)nc2s1	0%
COC(=O)c1ccccc1NC(=O)C1=CC(c2ccc(C)cc2)=NS(=O)(=O)N1C	-2%
NC(=O)c1ccsc1NC(=O)COC(=O)/C=C/c1ccc([N+](=O)[O-])cc1	-4%
N#C/C(=C/c1ccc(O)c(O)c1)C(=O)NCc1ccc(Cl)cc1	-8%
CCN(C(=O)c1cc2c(=O)oc3ccccc3c2s1)c1ccccc1F	-4%
CCN(CC)S(=O)(=O)c1ccc(C(=O)NCCSc2c(-c3ccc(C)cc3)[nH]c3ccccc23)cc1	8%
COc1ccc(Nc2nc3c(C)cccc3cc2C#N)cc1	4%
Cc1ccc(OCCSc2nc3ccc(NC(=O)COc4ccc(C)cc4)cc3s2)cc1	-13%
Cc1ccc2[nH]c(=O)c(CN(C)C(=O)c3cccs3)cc2c1	8%
COCCNc1ncnc2c1c(-c1ccccc1)cn2-c1cccc(Cl)c1	-5%
CC(=O)Oc1ccc2occ(C(=O)c3ccccc3)c2c1	-8%
CC(=O)c1cccc(NC(=O)NNC(=O)CCC(=O)Nc2ccc(C)c(C)c2)c1	-2%
CCN(CC)c1ccc(S(=O)(=O)N2CCOCC2)cc1NC(=O)COC(=O)c1ccco1	-8%
c1ccc(Nc2ccnc(Nc3ccccc3)n2)cc1	-18%
CC(=O)c1ccc(N2CCN(C(=O)Cn3ncc4c3-c3ccccc3OC4)CC2)cc1	?
CCN(CC)CCN1CNC(=S)NC1	-6%
COc1cccc(NC(=O)CSc2nc(=O)n(Cc3ccncc3)c3c2CCC3)c1	-4%
O=C(Cn1c(=O)n2nc(-c3cccc(F)c3)nc2c2ccccc21)NCc1ccc(Cl)cc1	4%
COc1cccc(NC(=O)CN(C)C(=O)CCCc2nc3ccccc3s2)c1	-5%
CCOc1cccc(NC(=O)CSc2ncc(-c3ccccc3)[nH]2)c1	6%
COc1ccc(NC(=O)c2ccc3oc(=O)c(S(=O)(=O)c4ccc(F)cc4)cc3c2)cc1OC	-7%
O=S(=O)(Nc1cccc(S(=O)(=O)N2CCOCC2)c1)c1ccc2c(c1)OCCO2	-8%
Cc1ccc(S(=O)(=O)Nc2cccc(C(=O)NCCCN3CCCC3=O)c2)cc1F	0%
Cc1ccc(C)c(N2CCN(S(=O)(=O)c3cc(C(=O)Nc4cc(Cl)cc(Cl)c4)ccc3F)CC2)c1	1%
CCc1ccc(C(=O)c2cn(Cc3ccccc3)c3cc(OC)c(OC)cc3c2=O)cc1	-2%
N#Cc1cccc(OC(=O)C2CCN(C(=O)c3ccc(F)cc3)CC2)c1	7%
COc1cccc(-c2ccc3c(N)c(C(=O)c4ccc(Br)cc4)sc3n2)c1	1%
Cc1cccn2c(=O)c(C(=O)NCCc3ccccc3)cnc12	7%
FC(F)(F)c1ccc(CSc2ccccn2)cc1	-3%
O=C(c1ccc(F)cc1)n1c(=S)nc2ccccn21	-6%
CCc1ccc(NC(=O)CC2C(=O)N(c3ccc(F)cc3)C(=O)N2Cc2ccc(F)cc2)cc1 (stereo not given)	4%
CCc1nc2sccc2c(=O)n1N	0%
O=C(COc1ccc(Cl)cc1)OCc1cc(=O)n2nc(-c3cccs3)sc2n1	-2%
CCC(Sc1nc(N)c(NC(=O)c2ccc(OC)c(OC)c2)c(=O)[nH]1)C(=O)OC (stereo not given)	-6%

Compound activity deposited in PubChem BioAssay by National Center for Advancing Translational Sciences (NCATS).

Only part of the results is shown, so the mix of outcomes need not match the whole.
